Diaph inh CS: diaphorase inhibitors and chemical oxidizers, primary screen, counter-screen for diaphorase-coupled primary assays, biochemical, uHTS, resorufin fluorescence. 0.69% of 190,000 active. inhibition, % at 20 µM. diaphorase resazurin-to-resorufin fluorescence, NADH, 16 min; bacterial (C. kluyveri) enzyme, not human;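 active = primary screen inhibition at 20 µM above a set limit, cut at about 50% in these data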;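 note: plate controls were DMSO with full reaction for no effect and wells lacking NADH for full effect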
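Benchmarks: positive control wells lacking NADH, neutral wells with DMSO only. System: bacterial diaphorase enzyme (C. kluyveri). Input: 0.14 U/mL diaphorase, enzyme working solution. Detection: resorufin fluorescence, excitation 544 nm, emission 590 nm. Times: 16-min room-temperature incubation before reading.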
Diaph act CS: compounds boosting diaphorase resazurin reduction – biochemical, uHTS, resorufin fluorescence, counter-screen for diaphorase-coupled primary assays, primary screen | Diaphorase/resazurin coupled assay, 16 min; stronger effect = higher value; 1 = vehicle wells, 0 = NADH-free wells | activation factor at 20 µM | 0.005% of 190,000 active | AID 1229, 2008;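 active = diaphorase activity raised at least twofold by the compound at 20 µM; inactive = activation factor below 2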
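Material: purified diaphorase enzyme from Clostridium kluyveri; Also added: 0.114 mM NADH and 0.1 mM resazurin, final amounts; Doses: single compound dose of 20 µM, 1% DMSO final; Times: 16 min enzyme reaction, ambient temperature; Detection: resorufin fluorescence, excitation 544 nm, emission 590 nm; Measure: increased resorufin signal from activators or reducing compounds.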
Hsp70 activator: Hsp70 transcriptional activators, primary screen, cell-based, HeLa, Hsp70 promoter luciferase, luminescence, 10 µM | HeLa Hsp70 promoter luciferase reporter; scaled: vehicle 0, proteasome-inhibitor control 100% | 0.04% of 200,000 active | activation, % at 10 µM;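 active = activation above the mean across all tested compounds plus 3 SD, cutoff set per campaign, cut at about 5.5% in these data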;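 note: 100% = MG132 at 30 µM as the positive control and 0% = DMSO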
PMI act satM6P: human PMI activators, high substrate, primary screen, biochemical, fluorescence intensity, near-saturating mannose 6-phosphate; Mannose-6-phosphate isomerase (Homo sapiens), P34949; coupled PMI enzyme assay, resazurin fluorescence, 20 min; stronger effect = higher value; 1 = untreated enzyme, 0 = substrate-free blank; 0.34% of 190,000 active; activation factor at 20 µM;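 active = activation factor of 2 or more at 20 µM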
Target sequence (P34949 whole entry, looked up): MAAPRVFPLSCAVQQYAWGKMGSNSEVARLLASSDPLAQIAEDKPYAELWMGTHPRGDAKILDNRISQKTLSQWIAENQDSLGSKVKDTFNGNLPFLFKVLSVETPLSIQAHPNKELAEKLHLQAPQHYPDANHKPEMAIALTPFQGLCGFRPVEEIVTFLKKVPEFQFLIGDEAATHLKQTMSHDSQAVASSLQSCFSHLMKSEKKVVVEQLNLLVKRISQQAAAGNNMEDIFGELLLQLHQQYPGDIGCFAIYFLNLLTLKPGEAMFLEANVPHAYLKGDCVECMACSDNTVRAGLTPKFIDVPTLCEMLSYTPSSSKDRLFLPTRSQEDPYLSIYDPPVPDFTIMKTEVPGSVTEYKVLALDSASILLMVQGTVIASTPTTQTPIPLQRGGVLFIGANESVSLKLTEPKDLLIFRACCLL
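Technique: Diaphorase-driven resazurin-to-resorufin fluorescence, excitation 544, emission 590 nm | Assay system: Human PMI in coupled enzyme assay | Times: Enzyme reaction with compound 20 min at room temperature | Medium: HEPES-buffered pH 7.4 with magnesium and detergent | Reagent: Mannose-6-phosphate 1.0 mM (near-saturating) plus 0.22 mM NADP+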
S1P3 antag: S1P3 receptor antagonists, primary screen, cell-based. 0.27% of 170,000 active. AID 485, 2006. CHO S1P3 NFAT-BLA reporter, FRET fluorescence, antagonist mode. inhibition, % at 4.98 µM;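 active = inhibition above the plate cutoff, the mean inhibition of test wells on that plate plus 3 SD, cut at about 28% in these data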;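 note: cells challenged with S1P at its EC80 of 0.8 µM; blue over green emission ratio from cleaved BLA substrate after 4 h stimulation; 0% = S1P-stimulated wells and 100% = unstimulated DMSO-only wells; some compounds past the cut are filed as inactive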
Target sequence (Q99500 whole entry, looked up): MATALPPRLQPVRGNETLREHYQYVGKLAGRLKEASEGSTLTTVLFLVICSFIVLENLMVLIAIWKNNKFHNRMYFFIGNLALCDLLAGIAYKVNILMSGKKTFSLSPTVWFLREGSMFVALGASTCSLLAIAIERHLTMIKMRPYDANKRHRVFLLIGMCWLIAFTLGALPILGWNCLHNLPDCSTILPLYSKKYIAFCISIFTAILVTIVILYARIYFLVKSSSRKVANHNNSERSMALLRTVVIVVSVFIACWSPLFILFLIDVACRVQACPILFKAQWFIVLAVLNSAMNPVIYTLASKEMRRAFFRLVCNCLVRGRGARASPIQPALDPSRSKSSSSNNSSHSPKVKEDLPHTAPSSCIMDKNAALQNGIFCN
G6PDH counter: L. mesenteroides G6PDH inhibitors, counter-screen for G6PDH-coupled screening assays, biochemical, Leuconostoc mesenteroides enzyme. glucose-6-phosphate dehydrogenase [Leuconostoc mesenteroides]. Purified L. mesenteroides G6PDH, diaphorase/resazurin coupled fluorescence, 45 min. inhibition, % at 5 µM. 0.12% of 200,000 active. AID 1020, 2008
RAM network inh: inhibitors of the yeast RAM network, primary screen, dse1pr::URA3 reporter, 5-FOA selection; 1.8% of 190,000 active; AID 868, 2007; inhibition, % at 50 µM; S. cerevisiae dse1pr::URA3 reporter, 5-FOA growth OD615, 2 d; analog-sensitive cbk1-as2 kinase mutant strain;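 active = inhibition above a set limit, 3 SD over mean compound inhibition, cut at about 8.4% in these data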;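 note: 0% = DMSO-only wells with no growth and 100% = 10 µM 1-NA-PP1 full growth; inhibition rescues growth on 5-FOA so higher OD means more RAM inhibition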
Lmaj promast: Leishmania major promastigote growth inhibition, primary screen. Leishmania major promastigotes, resazurin fluorescence viability. inhibition, % at 10 µM. 9% of 200,000 active. AID 1063, 2008;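 note: promastigotes grown with compound for 44 hours at 28 °C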
TLR4-MyD88 BLA: inhibitors of TLR4-MyD88 association in cells, primary screen, cell-based, HeLa CL3-4, BLA complementation, FRET ratio | HeLa CL3-4 TLR4/MyD88 BLA complementation | AID 861, 2007 | 0.18% of 200,000 active | inhibition, % at 8.4 µM; in the data active = inhibition above about 25%;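 note: 0% = vehicle and 100% = reference inhibitor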
PMI act: activators of human PMI, primary screen, biochemical, fluorescence intensity, near-Km mannose 6-phosphate. Mannose-6-phosphate isomerase (Homo sapiens), P34949. purified human PMI, coupled resazurin fluorescence, 20 min; stronger effect = higher value; 1 = vehicle control, 0 substrate-free wells. activation factor at 20 µM. 0.005% of 190,000 active. AID 1214, 2008;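 active = activation factor of 2 or more at 20 µM, relative to plate controls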
DTT redox prof: compounds producing H2O2 with reducing agent – biochemical, NIH compound library profiling, artefact control for MLSCN library redox annotation, primary screen; DTT-dependent redox cycling H2O2, phenol red/HRP absorbance; 100% = 100 µM peroxide control, 0% = buffer; activation, % at 10 µM; 0.03% of 200,000 active; AID 878, 2007;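 active = activation of at least 50% relative to the plate's high and low controls in the primary single-dose screen; inactive = activation below 50%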;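 note: compound incubated with DTT at 0.8 mM final as the reducing agent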
An asterisk follows results filed as active; / = not tested or not shown. Cut-off read from the data, not from the text of the source, unless noted: active = inhibition above about 50%; inactive = the rest.

Under each structure: Hsp70 activator	Diaph inh CS	PMI act satM6P	G6PDH counter	RAM network inh	PMI act	DTT redox prof	S1P3 antag	Lmaj promast	TLR4-MyD88 BLA	Diaph act CS
- O=c1oc(-c2ccco2)nc2sc3c(c12)CCCC3
→ -0.5	16	0.9	2	4.3	0.9	-0.1	/	0	4	0.8
- CC(C)c1cc(C(=O)O)on1
→ -0.2	7	1.1	8	1.2	1.1	1.5	1	-9	-17	0.9
- O=C1CCCc2nc3nc4ccccc4n3cc21
→ 0.4	0	0.9	5	0.8	0.9	0.1	-8	2	-12	1
- COc1ccc(-c2csc(NC(=O)/C(N=Nc3ccccc3)=C(\C)O)n2)cc1
→ -0.2	/	/	6	5.0	/	9.2	-1	-5	9	/
- O=C(O)c1ccccc1C(=O)NCC(O)COCC1CC=CCC1 (stereo unspecified)
→ 0.1	4	1	7	-0.9	1.2	-0.1	-3	-3	5	1
- Cc1nc2ccc(NS(=O)(=O)c3ccc(C)c(C)c3)cc2s1
→ -0.2	16	1	6	1.7	0.9	0.8	/	0	-7	0.8
- CCN1CCN(CCCN(Cc2ccco2)C(=S)Nc2ccccc2Cl)CC1
→ -0.2	-9	1.1	4	1.5	1	-0.2	0	-2	0	1.1
- CC1CC2(C)Oc3ccccc3CC2C(C)C1CNCCCN(C)C (stereo unspecified)
→ 0.0	0	1.1	10	0.2	1.1	0.1	-2	100*	-11	1
- CC(C)CCOC(=O)C1[C@H]2C(=O)N(Cc3cccs3)C[C@]23C=C[C@H]1O3 (stereo partly specified)
→ -0.1	17	0.9	3	1.9	1	0.1	-18	-2	8	0.8
- CC(=O)NC1CC2CCCC(C1)N2S(=O)(=O)c1ccccc1 (stereo unspecified)
→ -0.3	-6	1	8	0.8	0.7	1.3	/	0	-3	1.1
- S=C(NCCCN1CCOCC1)Nc1cccc(-c2nnc3n2CCCCC3)c1
→ 0.0	3	1.1	2	0.2	1.1	-0.5	-13	-3	-17	1
- CN(C)/C=N/c1cc(=O)[nH]c(=O)n1Cc1ccccc1
→ -0.2	8	0.9	12	0.3	0.9	0.7	-8	-5	5	0.9
- COc1ccccc1NC(=O)c1cnc2n(c1=O)CCS2
→ -0.1	10	1	8	2.3	1	-5.3	-19	20	-6	0.9
- CC(C)N1CCC(N2CCN(Cc3cccnc3)CC2CCO)CC1 (stereo unspecified)
→ -0.2	-1	1.1	6	1.3	1	-1.4	0	-2	6	1
- O=C(CSc1nc(-c2ccccc2)c(-c2ccccc2)[nH]1)NCC1CCCO1 (stereo unspecified)
→ -0.1	14	1.1	4	-0.5	1.2	-1.4	-11	1	-16	0.9
- NC(=O)C(=O)NN=C1CCC(c2ccccc2)CC1 (stereo unspecified)
→ -0.4	3	1	12	1.4	1.1	0.4	-23	0	-13	1
- CCn1c(SCC(=O)NCC2CCCO2)nnc1-c1c[nH]c2ccccc12 (stereo unspecified)
→ 0.1	9	0.9	8	1.2	0.8	0.8	-6	-2	-8	0.9
- CCOc1cc(CNCCCN2CCOCC2)cc(Br)c1OCC(=O)Nc1cccc(C(F)(F)F)c1
→ -0.3	-5	0.9	1	0.7	0.9	-4.7	/	101*	3	1.1
- CCC(C)NS(=O)(=O)c1ccc(NC(=O)c2c(-c3ccccc3)noc2C)cc1 (stereo unspecified)
→ -0.1	21	1	0	5.3	1	-1.3	-8	12	1	0.8
- CCc1ccc(OCc2n[nH]c(=S)n2Cc2ccccc2)cc1
→ 0.1	/	/	11	1.2	/	-0.7	-12	9	-6	/

Full records from above. Values in the order: Hsp70 activator | Diaph inh CS | PMI act satM6P | G6PDH counter | RAM network inh | PMI act | DTT redox prof | S1P3 antag | Lmaj promast | TLR4-MyD88 BLA | Diaph act CS
CC1CC2(C)Oc3ccccc3CC2C(C)C1CNCCCN(C)C (stereo unspecified) is entered as 0.0 | 0 | 1.1 | 10 | 0.2 | 1.1 | 0.1 | -2 | 100* | -11 | 1
CN(C)/C=N/c1cc(=O)[nH]c(=O)n1Cc1ccccc1 is entered as -0.2 | 8 | 0.9 | 12 | 0.3 | 0.9 | 0.7 | -8 | -5 | 5 | 0.9

Remaining list, next part:
Under each structure: Hsp70 activator	Diaph inh CS	PMI act satM6P	G6PDH counter	RAM network inh	PMI act	DTT redox prof	S1P3 antag	Lmaj promast	TLR4-MyD88 BLA	Diaph act CS
- CSCCC(NC(N)=O)C(=O)Nc1cccc(C#N)c1 (stereo unspecified)
→ -0.2	3	0.8	15	4.0	0.9	-2.1	-1	2	-13	1
- O=c1c2sccc2nc(SCc2cc(=O)n3cc(Cl)ccc3n2)n1-c1ccc(F)cc1
→ -0.3	34	1	-28	6.4	1	0.3	-21	-3	-12	0.7
- c1ccc(OCc2nc(-c3ccncc3)no2)cc1
→ -0.1	6	1	23	-0.5	1	-0.5	-3	-3	-1	0.9
- Cc1cc(C)nc(NS(=O)(=O)c2ccccc2)n1
→ -0.2	11	1.1	3	1.5	1.1	1.4	-16	-1	8	0.9
- COC(=O)c1cc(OC)c(OC)cc1NCC(=O)Nc1ccc(OC)c(OC)c1
→ 0.1	16	0.6	7	-1.5	0.9	0.2	-9	53*	3	0.8
- COc1ccc(/C=C2/C(=O)N=C(N)N2C)cc1OC
→ -0.2	-3	1	11	0.7	1	0.6	/	-1	-5	1
- Cc1nc2sc(C(c3ccc(F)cc3)N3CCN(C(=O)c4ccco4)CC3)c(O)n2n1 (stereo unspecified)
→ -0.4	6	1	18	0.9	1	0.8	-33	-5	-12	0.9
- COc1ccc(-c2[nH]ncc2CN2CCCOc3c(cccc3OC)C2)c(OC)c1
→ 0.3	4	1	2	0.0	1	-1.6	-3	5	-6	1
- Cc1ccc2c(CN3C(=O)NC4(CCCCC4)C3=O)cc(=O)oc2c1C
→ -0.1	23	0.9	-4	4.2	0.9	0.3	6	5	-5	0.8
- COc1ccccc1C(=O)N(Cc1nc(-c2ccc(Cl)cc2)no1)C(C)C
→ -0.1	33	0.9	5	6.3	0.9	-0.7	-9	13	-3	0.7
- CC(OC(=O)c1cc[n+]([O-])cc1)C(=O)Nc1ccc(Cl)cn1 (stereo unspecified)
→ 0.0	4	1	2	-1.1	1	-1.3	/	-6	-6	1
- CN(C(=O)COC(=O)CNC(=O)c1ccccc1Cl)c1ccccc1
→ 1.2	-17	1	11	1.6	1	-0.5	-8	-3	-8	1.2
- CCC(C)(C)NC(=O)/C=C/c1cnc2ccccc2n1
→ 0.2	10	1	-1	0.1	1	/	5	52*	6	0.9
- O=c1c(Cl)c(NCCO)ncn1-c1ccccc1
→ -0.3	17	0.8	7	0.6	0.9	0.1	1	-1	10	0.8
- O=C(O/N=C(\c1ccccc1)c1ccccn1)c1ccc(Cl)c(Cl)c1
→ -0.3	34	0.8	-46	3.4	0.8	-1.4	/	-7	-2	0.7
- COc1ccc2cc(C#N)c(Nc3cccc(F)c3)nc2c1
→ -0.3	0	1	0	6.5	1	6.1	-3	-6	2	1
- CCc1ccc(-c2nc(C(N)=O)c3[nH]c(=O)n(-c4ccccc4OC)c3n2)cc1
→ -0.4	6	1	-3	4.7	1	-0.9	-33	2	10	0.9
- O=c1[nH]c(SCc2ccccc2)nc2c1sc1ccccc12
→ -0.2	3	1.1	7	6.8	1.2	-1.4	-15	-18	3	1
- COc1cc2sc(C)nc2cc1C
→ -0.3	6	1	1	-0.1	1	0.1	-9	-1	-9	0.9
- O=C(NCCC1=CCCCC1)C1CCN(c2nnc(-n3cccc3)s2)CC1
→ -0.2	9	1	-16	1.5	1	-3.4	-12	-5	-12	0.9

Next part
Under each structure: Hsp70 activator	Diaph inh CS	PMI act satM6P	G6PDH counter	RAM network inh	PMI act	DTT redox prof	S1P3 antag	Lmaj promast	TLR4-MyD88 BLA	Diaph act CS
- CCOc1ccccc1C1CC(c2cccs2)=NN1S(C)(=O)=O (stereo unspecified)
→ -0.1	14	0.9	4	1.6	0.9	-0.9	5	-4	-2	0.9
- Cc1ccccc1OCC(=O)N/N=C/c1c(C)nn(-c2ccccc2)c1Cl
→ -0.2	8	1	-2	3.5	0.9	-0.2	2	7	-1	0.9
- Cc1ccc(NC(=O)N2CCc3ccccc32)cc1
→ -0.4	-5	1.1	4	-0.2	1.1	0.9	/	1	12	1
- Cc1ccc2c(c1)C(c1ccccc1)N(C(=O)C(C)C)CC(=O)N2 (stereo unspecified)
→ 0.1	12	0.9	12	1.1	1	-1.3	-23	-4	-16	0.9
- CCC(=O)Nc1ccc(NC(=O)c2ccccc2Cl)nc1
→ -0.2	4	1	2	0.4	0.8	-0.4	-6	-5	3	1

Screens (PubChem BioAssay)
